Screens deposited in PubChem BioAssay by several laboratories.
sPLA2-III inh = Inhibits HGIII-sPLA2 liposome hydrolysis, primary screen; Q9NZ20; QFRET BODIPY PC-A2 liposome hydrolysis, fluorescence; inhibition, % at 12.2 µM; 370,000 compounds, 0.56% hits;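 active = inhibition above mean plus 3 SD of compounds lying within the high and low control bounds, cut at about 19% in these data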;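 note: 0% = median of test compound wells and 100% = no enzyme DMSO wells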
hgDAF12 agonist = agonists of H. glycines DAF-12 nuclear receptor; activation, % at 6.8 µM; 370,000 compounds, 1.8% hits; HEK293 GAL4-hgDAF12 UAS-luciferase reporter, agonist luminescence; normalized to butyrate control; AID 687014;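 active = activation above a cutoff set at the mean of all screened compounds plus 3 SD, cut at about 10% in these data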;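 note: 0% = DMSO wells and 100% = sodium butyrate wells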
DAX1 inh-1 = inhibitors of DAX1 repression of SF-1 activated StAR promoter; 370,000 compounds, 1.1% hits; inhibition, % at 6.8 µM; HEK293T StAR-luciferase reporter, SF-1/DAX-1 repression relief; AID 652010;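 active = inhibition above the mean over all tested compounds plus 3 SD, cut at about 3.6% in these data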;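 note: 0% = DAX-1 cells with DMSO and 100% = cells lacking DAX-1 with DMSO; higher inhibition means more luminescence from relief of DAX-1 repression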
hcDAF-12 act = activates DAF-12 receptor from parasite H. contortus. 370,000 compounds, 1.4% hits. AID 652067. activation, % at 6.8 µM. HEK293 hcDAF-12 lit1-tk-luc reporter, luminescence; 0% DMSO, 100% Δ7-dafachronic acid;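 active = activation above the mean of all tested compounds plus 3 SD, cut at about 5.5% in these data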;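 note: 100% = response to 3 µM Δ7-dafachronic acid high control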
NPR1 activator = GC-A (human) enzyme activation; 370,000 compounds, 0.14% hits; P16066; HEK293 GC-A cells, cGMP TR-FRET, EC30 ANP; 0% at EC30 ANP, 100% saturating ANP; activation, % at 10 µM; in the data active = activation above about 40%
GC-B act = GC-B (human) receptor activation | P20594 | HEK293-GC-B cells, CNP EC30, cGMP TR-FRET; 0% at EC30 CNP, 100% saturating CNP | activation, % at 10 µM | 370,000 compounds, 0.11% hits;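 active = activation at 10 µM reaching about 35% in either raw or pattern-adjusted values, limit read from the data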
Target sequence (P20594 whole entry, looked up): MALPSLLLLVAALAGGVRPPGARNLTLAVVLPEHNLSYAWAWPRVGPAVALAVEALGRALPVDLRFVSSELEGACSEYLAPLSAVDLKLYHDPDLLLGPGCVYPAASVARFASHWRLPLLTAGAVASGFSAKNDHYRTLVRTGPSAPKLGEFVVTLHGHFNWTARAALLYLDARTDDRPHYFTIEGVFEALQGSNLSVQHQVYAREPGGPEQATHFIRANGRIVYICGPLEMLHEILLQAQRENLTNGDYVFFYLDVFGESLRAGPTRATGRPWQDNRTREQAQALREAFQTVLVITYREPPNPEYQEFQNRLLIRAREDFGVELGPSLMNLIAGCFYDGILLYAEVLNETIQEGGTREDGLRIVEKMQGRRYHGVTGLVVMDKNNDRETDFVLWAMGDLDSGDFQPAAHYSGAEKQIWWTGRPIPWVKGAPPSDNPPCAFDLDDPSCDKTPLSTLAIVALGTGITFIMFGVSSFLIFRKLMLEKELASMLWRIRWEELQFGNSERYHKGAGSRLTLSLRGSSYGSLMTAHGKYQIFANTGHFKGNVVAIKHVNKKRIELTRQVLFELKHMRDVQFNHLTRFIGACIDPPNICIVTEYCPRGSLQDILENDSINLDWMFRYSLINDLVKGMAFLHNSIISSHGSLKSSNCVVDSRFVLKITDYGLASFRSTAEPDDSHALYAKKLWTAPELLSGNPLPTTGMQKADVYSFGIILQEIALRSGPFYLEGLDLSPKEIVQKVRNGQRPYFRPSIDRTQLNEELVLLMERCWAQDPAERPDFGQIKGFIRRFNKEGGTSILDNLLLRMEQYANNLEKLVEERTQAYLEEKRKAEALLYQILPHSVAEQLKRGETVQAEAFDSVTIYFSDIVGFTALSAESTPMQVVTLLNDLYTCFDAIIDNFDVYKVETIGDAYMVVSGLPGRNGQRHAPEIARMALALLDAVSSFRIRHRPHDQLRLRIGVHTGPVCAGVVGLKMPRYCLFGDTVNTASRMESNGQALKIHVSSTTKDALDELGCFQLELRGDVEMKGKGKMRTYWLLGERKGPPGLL
SMARCA2 activ = increases SMARCA2 function in MMTV reporter cells | AID 652017 | MG213 cells, MMTV-luciferase reporter, dexamethasone, overnight | activation, % at 9.1 µM | 370,000 compounds, 1% hits; in the data active = activation above about 7.8%;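 note: 0% = vehicle wells and 100% = reference activator wells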
ssDAF12 agonist = activates DAF-12 receptor from parasite S. stercoralis. HEK293 ssDAF-12/GRIP1 lit1-tk-luc reporter, luminescence; % of 3 µM dafachronic acid response. activation, % at 6.8 µM. 370,000 compounds, 1% hits. AID 652126;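 active = activation above the mean over all tested compounds plus 3 SD, cut at about 0.9% in these data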;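 note: 0% = DMSO-only wells and 100% = 3 µM delta7-dafachronic acid wells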
FXN GAA850 act = frataxin GAA850 promoter activation; activation, % at 6 µM; 360,000 compounds, 0.56% hits; HEK293 lucGAA850 FXN promoter luciferase reporter, 24 h; percent of 10 µM SAHA response;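 active = activation above the average of all compounds screened plus 3 SD, cutoff fixed separately per campaign, cut at about 7.5% in these data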;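 note: 0% = DMSO wells and 100% = 10 µM SAHA wells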
ADAM10 inh = inhibitors of human ADAM10 | O14672 | recombinant ADAM10, EDANS/DABCYL FRET peptide cleavage, 3 h | inhibition, % at 7 µM | 370,000 compounds, 0.62% hits | AID 720582;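 active = inhibition above a per-campaign cutoff equal to the mean of compounds falling between control-based bounds plus 3 SD, cut at about 20% in these data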;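 note: 0% = DMSO wells while the 100% control is not disclosed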
DAX1 inh-2 = inhibits human nuclear receptor DAX1. P51843. HEK293 Gal4-DAX1 luciferase reporter, luminescence. inhibition, % at 6.75 µM. 340,000 compounds, 0.99% hits. AID 504766;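 active = inhibition above the mean over all tested compounds plus 3 SD, cut at about 4.2% in these data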;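 note: 0% = DAX1-transfected cells with DMSO and 100% = empty-vector control cells with DMSO; inhibition shows as a rise in luminescence from relieved DAX1 repression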
Active calls of the source: *; . = no result given. Random draw from the library (roughly 6.6% active in at least one column).

SMILES | sPLA2-III inh | hgDAF12 agonist | DAX1 inh-1 | hcDAF-12 act | NPR1 activator | GC-B act | SMARCA2 activ | ssDAF12 agonist | FXN GAA850 act | ADAM10 inh | DAX1 inh-2
O=C1[C@H]2[C@@H](/C=C/c3ccccc3)N3C(=O)CN(Cc4ccccn4)C(=O)[C@@]3(Cc3ccccc3)[C@H]2C(=O)N1c1ccccc1 | -3 | -0.7 | 0.3 | -0.3 | 2 | 4 | 1 | -1.1 | -0.5 | 9 | 2.1
Oc1ccc(C=NN=Cc2ccco2)c(O)c1 | -5 | 9.4 | 4.6* | 1.3 | -2 | -6 | 1 | -0.3 | 4.9 | -14 | 5.5*
CCc1ccccc1N(CC(=O)NCc1ccccc1)C(=O)CCC(=O)Nc1ccccn1 | -2 | 2.1 | 0.0 | -1.3 | -4 | -4 | 0 | -1.0 | -2.4 | -3 | 0.4
O=C1OC(c2ccccc2)=NC12CC2c1ccc(Cl)cc1 (stereo unspecified) | 8 | 1.2 | 0.2 | -1.6 | -14 | -9 | -4 | -0.2 | 3.0 | 6 | 1.1
Cc1nn(CCC(=O)NNC(=S)Nc2ccc([N+](=O)[O-])cc2)c(C)c1[N+](=O)[O-] | 18 | 2.9 | 1.0 | 5.0 | 11 | 4 | -2 | 0.4 | 0.0 | 7 | 1.2
OC(Cn1cncn1)(c1ccc(F)cc1)c1ccc(Cl)cc1 (stereo unspecified) | 0 | -1.4 | 0.5 | 0.6 | -28 | -11 | 2 | -1.2 | 2.4 | 3 | 1.4
O=C(Cc1ccc(Cl)cc1)NNC(=O)c1cnccn1 | 5 | -1.2 | -0.4 | 1.0 | 1 | 1 | -2 | -0.8 | -0.8 | 1 | 0.7
NC(=O)c1cc(S(=O)(=O)Nc2cccc(F)c2)co1 | 3 | 0.2 | -0.1 | 2.0 | 2 | 2 | -1 | -0.4 | -1.4 | -6 | 1.4
COc1ccc(S(=O)(=O)N2CCOCC2)cc1NC(=O)COC(=O)c1oc2ccccc2c1C | 8 | -0.9 | -0.6 | -0.1 | 5 | 4 | -1 | -1.1 | 1.9 | -8 | 1.1
CC1CCCC(N2CCN(C(=O)c3ccc([N+](=O)[O-])cc3)CC2)C1 (stereo unspecified) | 5 | -0.6 | -0.3 | -1.7 | -2 | 10 | -2 | -0.8 | 1.4 | -5 | 0.1
COc1ccc(OCC(=O)NC(=S)Nc2ccc(S(=O)(=O)Nc3cc(OC)nc(OC)n3)cc2)cc1 | 6 | -1.1 | -0.2 | 1.0 | 2 | 1 | -3 | -0.9 | 1.3 | 4 | 0.0
CC1(c2nnc(-c3ccccc3)o2)CC(c2ccc([N+](=O)[O-])cc2)=NO1 (stereo unspecified) | 2 | 0.0 | -0.7 | -0.9 | 3 | -3 | -1 | -1.3 | -0.2 | 4 | -1.1
O=C(c1ccccc1)c1ccc(NCCCn2ccnc2)c([N+](=O)[O-])c1 | -18 | -1.6 | -1.8 | -1.9 | 3 | -2 | -2 | -1.8 | 0.9 | 10 | -3.0
CCOC(=O)C1(Cc2ccc(OC)cc2)CCN(C(=O)CCn2cccn2)CC1 | 2 | 0.6 | 0.1 | -1.4 | 2 | -1 | 5 | -0.5 | 1.2 | 7 | 0.1
Cc1[nH]c2ccccc2c1SCc1nnc(SCc2ccc(Cl)cc2)n1C | -11 | -0.1 | -0.8 | -2.0 | -7 | -10 | -3 | -1.0 | -1.2 | 2 | -0.9
O=C(Nc1ccc2c(c1)OCO2)c1ccc([N+](=O)[O-])cc1[N+](=O)[O-] | -1 | 1.0 | -0.3 | 2.1 | 0 | 12 | 2 | -0.7 | 0.6 | -8 | 0.3
O=C(NCC1CCCO1)c1ccc(Br)s1 (stereo unspecified) | 1 | 0.8 | 0.6 | -1.0 | 1 | 5 | 0 | -1.5 | 0.2 | 0 | 0.4
COc1ccc(NC(=O)N(C)C[C@@H]2Oc3c(NC(=O)Nc4c(C)noc4C)cccc3C(=O)N([C@@H](C)CO)C[C@@H]2C)cc1 | 0 | 1.7 | -0.4 | -0.5 | -2 | -4 | 0 | -0.5 | 0.7 | 3 | 0.3
CCOC(=O)NS(=O)(=O)c1ccc(CCNC(=O)c2cc(C)on2)cc1 | 9 | 0.0 | 0.9 | -3.5 | 3 | 1 | -2 | -1.2 | -0.4 | -9 | 0.0
CCOC(=O)N1CCC(NC(=O)c2cc(S(=O)(=O)N3CCCCC3)ccc2F)CC1 | -4 | 1.4 | -0.6 | 0.2 | 2 | 4 | -1 | -1.1 | -0.8 | -5 | -0.6
COc1ccc(/C=C/C(=O)NCC(=O)N2CCC(N(C)CCN3CCOCC3)CC2)cc1OC | 0 | 0.8 | -0.6 | -1.3 | 5 | -3 | 0 | -0.5 | 0.4 | -52 | 1.4
CCCNC(=O)c1cc2c(c(-c3cccc(-c4ccccc4F)c3)n1)[C@H](CCO)N(C(=O)CC1CC1)C2 | -13 | -3.3 | -2.8 | -4.3 | 1 | -1 | -4 | -1.3 | . | -3 | .
COc1cc2c(cc1OC)C(C)N(C(=O)c1cc3ccccc3o1)CC2 (stereo unspecified) | -10 | -0.1 | -1.6 | -3.3 | 5 | -10 | -5 | -1.5 | 0.3 | 3 | -0.2
CC(=O)N/C(N)=N/c1nc2cc([N+](=O)[O-])ccc2o1 | -2 | 5.3 | -0.2 | 1.2 | 7 | 3 | 0 | -0.8 | 2.3 | 4 | 4.1
CC1(C)CC(=O)C2=C(C1)N(c1ccc(F)cc1)C(=O)CC2c1cccnc1 (stereo unspecified) | -3 | 0.4 | -0.1 | -1.5 | 1 | 7 | 1 | -1.7 | 0.3 | -4 | 0.7
Cc1ccc2nc(NC(=O)CCn3c(=O)sc4ccccc43)sc2c1 | -2 | 0.4 | -0.5 | 1.6 | -1 | -7 | -1 | -0.7 | -0.8 | 5 | -0.3
COc1ccc(NC(c2ccccc2)c2ccncc2)cc1 (stereo unspecified) | 1 | 0.1 | 0.3 | 2.6 | -11 | 2 | -1 | -0.5 | -3.4 | -5 | -2.6
CN(C)c1cccc(C(=O)OCC(=O)Nc2ccccc2Cl)c1 | 8 | 3.1 | 0.5 | -2.0 | 0 | 5 | -1 | -1.9 | 0.9 | -42 | -0.1
O=C(CN1C(=O)c2cccnc2Oc2ccc(Cl)cc21)NC1CCCCC1 | -4 | -0.9 | -0.2 | -1.1 | -6 | -1 | 0 | -1.7 | -0.4 | -3 | 1.4
O=C(Nc1ccccc1C(F)(F)F)c1cc2ccccc2o1 | -7 | 13* | 3.4 | 4.2 | -1 | 5 | 2 | 0.5 | 4.1 | 7 | 5.2*

Next section, starting with the last 4 of the part before.
SMILES | sPLA2-III inh | hgDAF12 agonist | DAX1 inh-1 | hcDAF-12 act | NPR1 activator | GC-B act | SMARCA2 activ | ssDAF12 agonist | FXN GAA850 act | ADAM10 inh | DAX1 inh-2
COc1ccc(NC(c2ccccc2)c2ccncc2)cc1 (stereo unspecified) | 1 | 0.1 | 0.3 | 2.6 | -11 | 2 | -1 | -0.5 | -3.4 | -5 | -2.6
CN(C)c1cccc(C(=O)OCC(=O)Nc2ccccc2Cl)c1 | 8 | 3.1 | 0.5 | -2.0 | 0 | 5 | -1 | -1.9 | 0.9 | -42 | -0.1
O=C(CN1C(=O)c2cccnc2Oc2ccc(Cl)cc21)NC1CCCCC1 | -4 | -0.9 | -0.2 | -1.1 | -6 | -1 | 0 | -1.7 | -0.4 | -3 | 1.4
O=C(Nc1ccccc1C(F)(F)F)c1cc2ccccc2o1 | -7 | 13* | 3.4 | 4.2 | -1 | 5 | 2 | 0.5 | 4.1 | 7 | 5.2*
Cc1ccc(S(=O)(=O)NN=C2CC3CCC2(C)C3(C)C)cc1 (stereo unspecified) | 0 | -1.8 | -0.9 | -1.1 | -1 | 2 | -3 | -1.2 | 1.4 | -13 | 1.2
Cc1ccc2c(C(=O)CN3CCCC(C)C3)c(C)[nH]c2c1 (stereo unspecified) | -8 | 1.4 | 0.1 | 3.5 | -1 | 0 | -2 | -0.5 | 0.4 | -8 | -0.7
CSc1nc2cc(C)nn2c(-c2ccccc2Cl)c1C#N | 1 | -0.4 | -0.2 | 0.0 | 7 | -4 | 0 | -0.9 | 0.6 | 8 | -0.7
CCCN1CCCCC(NC(=O)c2ccc(-c3ccccc3)cc2)C1=O (stereo unspecified) | 7 | 7.1 | 0.0 | 1.6 | 13 | -4 | 0 | -1.0 | . | -9 | .
Cn1cc(C(=O)C(=O)N2CCCC2)c2ccccc21 | 2 | 0.7 | 0.0 | 0.7 | 5 | 0 | -1 | -2.2 | 1.1 | 7 | 1.1
CN(C)/C=N/c1ncc(C(=O)c2ccccc2)s1 | -1 | 6.9 | 1.5 | 1.5 | 6 | -8 | 14* | -0.6 | 1.9 | -8 | 2.6
CCc1ccc(NC(=O)CCNC(=O)Cn2cnc3ccccc3c2=O)cc1 | 0 | -1.0 | 0.1 | -1.3 | 1 | 4 | 1 | -1.4 | 1.4 | 9 | -0.1
COC(=O)C1CN(Cc2cn(Cc3ccc(F)cc3)nn2)CCS(=O)(=O)N1Cc1ccc(C)cc1 (stereo unspecified) | -2 | -1.2 | -1.4 | -4.0 | -4 | 3 | -4 | -1.8 | . | 0 | .
Cc1sc2nc(CN(C(=O)c3cccs3)C3CCCC3)[nH]c(=O)c2c1C | 0 | -1.8 | -0.3 | -1.4 | -5 | -1 | 0 | -0.8 | -0.1 | 4 | 0.6
Cc1nnc(SCC(=O)NCC(=O)Nc2ccc(F)c(F)c2F)n1N | 16 | -1.3 | -0.6 | -0.6 | 7 | -3 | -5 | -1.6 | 1.1 | -18 | 0.5
Cc1ccccc1C(=O)NNC(=S)Nc1cccc(C(F)(F)F)c1 | 24* | 0.1 | -0.4 | -1.9 | -1 | 1 | -4 | -0.8 | -4.4 | 25* | 0.1
O=C1C=C(c2cccc3c2oc2ccccc23)CCC1 | -7 | 3.1 | 0.5 | -1.0 | 13 | 16 | 4 | -1.4 | 6.5 | -17 | -0.1
NC(=S)NN=C1CCSCC1 | 14 | -4.3 | -1.0 | -1.3 | 2 | -2 | -3 | -0.9 | -0.4 | -7 | 1.3
CCOC(=O)N1CCN(c2c(N3CCC(N4CCCCC4)CC3)c(=O)c2=O)CC1 | 4 | -1.3 | 3.0 | 0.3 | 0 | -5 | 8.0* | -0.7 | -1.0 | 1 | 1.3
O=C(CSc1nnc(CSc2nc3ccccc3s2)o1)NC1CCCCC1 | 4 | 2.0 | -0.4 | 4.1 | 1 | 5 | 1 | -0.8 | -1.2 | -4 | 0.5
CCN(CC)CCNC(=O)Cn1cnc2sc(C)c(S(=O)(=O)N3CCOCC3)c2c1=O | 17 | 1.8 | 1.2 | -1.3 | -1 | 2 | -7 | -0.3 | 2.8 | -9 | 0.7
